Assay outcomes as filed in PubChem.
CCT chaperon mod: cytosolic chaperonin activity modulation; purified chaperonin ATPase assay, HTRF ADP detection, 30 min; activity change, % (concentration not given with the values), hits read low; hit rate 0.3% among 360,000; in the data active means activity change below about -30%; further: on the % scale 0 is the no-effect control and ±100 the full control effect
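Enzyme 40 or 20 nM (batch-dependent) in Tris pH 7.4/KCl/MgCl2/DTT; cpd 76 uM single point; ATP 10 uM; 30 min 37 °C; Transcreener ADP HTRF detection, 30 min RT; ratio 665/615.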
pAkt inh: Akt phosphorylation inhibition; activity change, % for hits at 50 µM; hit rate 0.32% among 360,000; Neuro2A IGF-stimulated pAkt S473 HTRF, 20 min; hits give low values; in the data active means activity change below about -80%; inconclusive means mostly about -51% to -80%; further: on the % scale 0 is the no-effect control and ±100 the full control effect
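Neuro2A cells (4,500/well, DMEM with 0.5% FBS) were treated with compound at a single 50 µM final concentration, stimulated with 6 nM IGF for 20 min at 37 °C, and lysed. Phospho-Akt Ser473 was read by HTRF as 665/615 ratio ×10^4.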
EPAC2 antagonist: EPAC2 (human) antagonism; Potency, µM (top dose mostly 114 µM), for inactives: at the top dose activity, negative = inhibition, usual class: inhibitors; AID 720708; hit rate 0.18% among 360,000; Q8WZA2; EPAC2 GEF exchange of Rap1B-BODIPY-GDP, fluorescence; further: potency means the concentration at half of the fitted maximal effect; on the % scale 0 is the no-effect control and ±100 the full control effect; nearly all actives have a fitted effect of over 45% in size; many of its hits are not listed in these tables
Target sequence (Q8WZA2 whole entry, looked up): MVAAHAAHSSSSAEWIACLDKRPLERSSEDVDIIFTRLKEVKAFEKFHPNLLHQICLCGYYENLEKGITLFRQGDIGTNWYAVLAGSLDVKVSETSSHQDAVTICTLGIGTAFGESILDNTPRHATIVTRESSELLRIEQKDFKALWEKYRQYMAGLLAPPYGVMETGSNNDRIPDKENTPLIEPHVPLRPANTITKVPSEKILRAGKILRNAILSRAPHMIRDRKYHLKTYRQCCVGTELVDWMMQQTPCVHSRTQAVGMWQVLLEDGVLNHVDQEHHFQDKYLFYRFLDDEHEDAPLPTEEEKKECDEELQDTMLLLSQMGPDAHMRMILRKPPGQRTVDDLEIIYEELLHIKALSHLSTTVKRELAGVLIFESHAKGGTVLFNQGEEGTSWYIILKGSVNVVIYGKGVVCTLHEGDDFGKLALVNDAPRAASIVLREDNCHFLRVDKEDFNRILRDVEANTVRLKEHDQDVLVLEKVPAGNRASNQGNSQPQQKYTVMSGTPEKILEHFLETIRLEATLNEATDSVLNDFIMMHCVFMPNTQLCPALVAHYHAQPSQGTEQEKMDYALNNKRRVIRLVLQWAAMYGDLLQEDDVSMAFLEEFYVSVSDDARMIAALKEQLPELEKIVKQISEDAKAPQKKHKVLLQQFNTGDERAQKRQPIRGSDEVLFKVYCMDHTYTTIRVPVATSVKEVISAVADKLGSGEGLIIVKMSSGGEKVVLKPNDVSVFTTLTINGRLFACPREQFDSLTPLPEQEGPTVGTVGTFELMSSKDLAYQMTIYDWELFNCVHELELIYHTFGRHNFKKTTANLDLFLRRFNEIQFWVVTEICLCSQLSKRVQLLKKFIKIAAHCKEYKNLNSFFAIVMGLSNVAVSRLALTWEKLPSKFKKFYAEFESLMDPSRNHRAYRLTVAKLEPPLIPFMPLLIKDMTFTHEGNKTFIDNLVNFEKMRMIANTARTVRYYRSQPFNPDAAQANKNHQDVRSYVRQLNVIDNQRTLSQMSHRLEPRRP
A549 tox: kills or reduces viability of A549 cells in Nrf2 counter-screen; A549 ARE-Fluc cells, CellTiter-Fluor viability, 18-24 h; Potency, µM (series often up to 46 µM), without a hit: top-dose activity change, negative = cytotoxicity, actives largely listed as inhibitors; hit rate 0.16% among 390,000; AID 504648; further: potency means the concentration at half of the fitted maximal effect; on the % scale 0 is the no-effect control and ±100 the full control effect
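Cytotoxicity counterscreen: CellTiter-Fluor fluorescence was measured in A549 ARE_Fluc cells after 18-24 h of compound exposure in a concentration series. The subsequent BugLite luminescent read reports ARE-luciferase activity.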
Nrf2 inh: blocks Nrf2 signaling; A549 ARE-Fluc reporter, luciferase luminescence, 18-24 h; Potency, µM (series often up to 46 µM), for the others: at the top dose activity change, negative = inhibition, usual class: inhibitors; hit rate 2.1% among 360,000; AID 504444; further: potency means the concentration at half of the fitted maximal effect; on the % scale 0 is the no-effect control and ±100 the full control effect; nearly all actives have a fitted effect of over 60% in size
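Cells were seeded and rested 2 h, then exposed to compounds for 18-24 h. CellTiter-Fluor was read first as a viability measure. BugLite was added 15 min before the final luminescent read of ARE-luciferase activity in A549 cells.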
Mm-Cpn inhibitor: M. maripaludis TRiC chaperonin inhibition | purified Mm-Cpn ATPase, ADP Transcreener TR-FRET | hit rate 0.031% among 330,000 | Potency, µM (top dose mostly 76.9 µM), inactives show at the top dose activity, negative = inhibition, hits mostly inhibitors; further: potency means the concentration at half of the fitted maximal effect; on the % scale 0 is the no-effect control and ±100 the full control effect; nearly all actives have a fitted effect of over 80% in size
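ATP (10 uM final) was added to archaeal chaperonin (25 nM final) after 10 min exposure to test compound at 37°C; after 30 min further incubation, ADP was detected by competitive TR-FRET.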
TGFb inhibitor: blocks TGF-b signaling | Potency, µM (highest dose often 46.1 µM), for inactives: at the top dose activity, negative = inhibition, actives largely listed as inhibitors | hit rate 1.2% among 410,000 | HepG2 CAGA-GFP TGF-b/SMAD3 reporter, GFP fluorescence, 18 h; TGF-beta stimulated, 500 pg/mL final | AID 588855; further: potency means the concentration at half of the fitted maximal effect; on the % scale 0 is the no-effect control and ±100 the full control effect; nearly all actives have a fitted effect of over 65% in size
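Smad-responsive CAGA-GFP expression was quantified in HEPG2 cells exposed to compounds and 500 pg/mL final TGF-beta for 18 h at 37 degrees C; unstimulated wells defined full inhibition.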
Nrf2 ARE act: Nrf2 pathway activation. AREc32 ARE-luciferase reporter (MCF7-derived line), luminescence, 24 h. Potency, µM (top dose mostly 46.1 µM), for the others: at the highest dose activation, most hits filed as activators. hit rate 0.31% among 410,000. AID 624171; further: potency means the concentration at half of the fitted maximal effect; % of control where 0% means no effect; nearly all actives have a fitted effect of over 65% in size
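For detection, Steady-Glo was added and plates sat 30 min at RT; before that, AREc32_Fluc cells grown overnight in OPTI-MEM/5% FBS had been treated with 23 nL compound for 24 hr at 37 deg C.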
EPAC2 ag: activates human EPAC2 exchange factor | hit rate 0.079% among 360,000 | EPAC2 activation, biochemical qHTS; response scale: 100% = 6.5 mM cAMP response | Q8WZA2 | Potency, µM (doses to about 154 µM), inactives show at the highest dose activation, most hits filed as activators; further: potency means the concentration at half of the fitted maximal effect; nearly all actives have a fitted effect of over 50% in size
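Nucleotide exchange monitored as fluorescence drop when BODIPY-GDP leaves Rap1B. Reaction: 100 nM EPAC2, 250 nM RAP1B-BODIPY-GDP, 50 uM GDP, room temperature, kinetic read over 30 min. Activity expressed relative to 6.5 mM cAMP.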
The depositor's hits bear a star; i = inactive; ? = inconclusive; . = not tested or not shown; & = joins results of further samples; [ ] = another dose, or the depositor's remark. Unless noted, the call rests on the fitted dose curve; in most records, active means well fitted curve in the direction sought with a large enough effect; inconclusive means small, poorly fitted or top-dose-only effect, or another doubt; inactive means no such curve, though single readings can be large; an effect the other way counts as inactive or inconclusive. Not all compounds are listed (hit frequency here may not be typical).

no. | mol | CCT chaperon mod | pAkt inh | EPAC2 antagonist | A549 tox | Nrf2 inh | Mm-Cpn inhibitor | TGFb inhibitor | Nrf2 ARE act | EPAC2 ag
1 | Cc1ccc(/C=N/NC(=O)Cc2c[nH]c3ccccc23)c(C)c1 | 0.7 | i | -9% | -17% | ? | 0% | -2% | 0.4% | 3%
2 | CC1CN(Cc2ccc(C#N)cc2Cl)CC(C)O1 (centres undefined) | -2.6 | i | 3% | -4% | 8% | -1% | -11% | -0.2% | -1%
3 | Nn1c(COc2ccccc2F)nnc1SCC(=O)NC1CC1 | -0.9 | i | 6% | 0% | 2% | -1% | 0% | -0.7% | 11%
4 | Cc1nc(-c2ccc(Cl)cc2)sc1C1(C)CC(c2ccc(C#N)cc2)=NO1 (centres undefined) | -0.2 | i | 1% | 4% | -9% | -2% | -2% | 6.2% | 14%
5 | Cc1onc(-c2ccccc2)c1C(=O)N=C(N)c1ccc(C(F)(F)F)cc1 | -0.3 | i | 7% | -3% | 12% | 1% | 0% | 0.7% | -4%
6 | Cc1cc2cc(C)c(NCCNC(=O)c3ccccc3Cl)nc2cc1C | -2.7 | i | -13% | -13% | ? | -1% | ? | 2.0% | 18%
7 | CCOc1ccccc1CNC(=O)c1cnc2c(-c3ccc(OCC)c(OCC)c3)c(C)nn2c1C | . | . | . | 16% | 15% | . | -12% | -0.7% | .
8 | N#Cc1ccc(OCC(O)CS(=O)(=O)c2ccccc2)cc1 (centres undefined) | -0.2 | i | 5% | 4% | 0% | -1% | 6% | 0.2% | 6%
9 | Cc1cccc(NC(=O)c2nc[nH]c2C(=O)NC[C@@H](C)O)c1 | -0.8 | i | 6% | . | . | . | 16% | 0.2% | 1%
10 | C=CCn1c(C)csc1=Nc1ccccc1C | 1.9 | i | ? | 1% | 8% | -1% | 2% | 3.6% | 8%
11 | Cc1cccc(N2CCN(C(=O)C3CCN(S(=O)(=O)c4cnc[nH]4)CC3)CC2)c1C | 2.2 | i | 16% | -3% | -6% | -8% | 0% | -0.8% | -9%
12 | CCS(=O)(=O)N1CCN(Cc2ccccc2OC)CC1 | -1.2 | i | -2% | 3% | -25% | 0% | -3% | -0.4% | 12%

Some of the entries so far, screen by screen.
#2 CC1CN(Cc2ccc(C#N)cc2Cl)CC(C)O1 (centres undefined)
#12 CCS(=O)(=O)N1CCN(Cc2ccccc2OC)CC1

compound no.,2,12
CCT chaperon mod,-2.6,-1.2
pAkt inh,i,i
EPAC2 antagonist,3%,-2%
A549 tox,-4%,3%
Nrf2 inh,8%,-25%
Mm-Cpn inhibitor,-1%,0%
TGFb inhibitor,-11%,-3%
Nrf2 ARE act,-0.2%,-0.4%
EPAC2 ag,-1%,12%

The list continues.
no. | mol | CCT chaperon mod | pAkt inh | EPAC2 antagonist | A549 tox | Nrf2 inh | Mm-Cpn inhibitor | TGFb inhibitor | Nrf2 ARE act | EPAC2 ag
13 | Cc1nnc(SCC(=O)NC(C)(C)C)n1NCc1cccc(Br)c1 | 0.4 | i | 1% | -1% | -5% | -1% | -1% | 8.3% | 7%
14 | COc1ccc(C(=O)COC(=O)COc2ccc(C)c(C)c2)cc1 | -1.0 | i | -11% | 19% | -13% | -13% | 11% | -0.4% | 12%
15 | CC1=NN(C(N)=S)C(=O)C1N=Nc1ccccc1O (centres undefined) | -1.3 | i | -4% | 0% | 0% | -1% | 17% | ? | 14%
16 | CC(C)(C)OC(=O)C(C)(C)O/N=C(\C(=O)O)c1csc(N)n1 | -1.2 | i | -2% | 0% | ? | 0% | -2% | 0.0% | 6%
17 | Cc1cccc(-n2nnnc2SCC(=O)NCC2CCCO2)c1 (centres undefined) | -1.8 | i | 12% | 5% | 6% | -1% | 3% | 0.0% | 6%
18 | O=C(Nc1ccc2c(c1)OCO2)C1Cc2c(-c3ccc(Cl)cc3)ccnc2O1 (centres undefined) | -1.4 | . | 1% | . | . | . | ? | -0.1% | 26%
19 | Cn1c(N)c(C(=O)COC(=O)C2CC(=O)N(Cc3ccccc3)C2)c(=O)n(C)c1=O (centres undefined) | -1.3 | i | 3% | -5% | -3% | 2% | -1% | 0.3% | 1%
20 | CC1CCCN(C(=O)c2nn(C)c3c2CSc2ccccc2-3)C1 (centres undefined) | 1.4 | i | -18% | -1% | 2% | -2% | -1% | 0.5% | 0%
21 | COc1ccc(NS(=O)(=O)c2cccc(C(=O)NNC(=O)CNC(=O)c3ccccc3F)c2)cc1 | -1.6 | i | 15% | -6% | 0% | -1% | 0% | -0.3% | 7%
22 | Cc1ccc(-n2c3c(cc(C(=O)NC4CCSC4=O)c2=O)C(=O)CCC3)cc1 (centres undefined) | 0.5 | i | 6% | -4% | -10% | -2% | -4% | 0.7% | -3%
23 | CCC(=O)N=c1sc2cc([N+](=O)[O-])ccc2n1CCOC | 2.6 | i | -2% | -5% | 12% | 0% | 4% | -0.1% | -1%
24 | O=C(Oc1c(Cl)cc(Cl)c2cccnc12)c1cccs1 | -0.3 | i | 2% | ? | ? | 0% | 3.5µM* | 6.8% | 10%
25 | CCOc1ccc(CCNC(=O)c2ccc(CS(=O)Cc3cccc(Cl)c3)o2)cc1 (centres undefined) | -6.8 | i | 0% | 9%&4% | -2%&-2% | -8% | ? | 1.0%&4.0% | 0%
26 | Cc1cccc(NC(=O)CSc2ccc(-c3ccc4c(c3)OCO4)nn2)c1C | 1.0 | i | 2% | -11% | 18% | 0% | 16% | -0.1% | -10%
27 | CCOC(=O)CNC(=O)c1c(C)nn(-c2ccccc2)c1Cl | 0.5 | i | 24% | 6% | 20% | -6% | 0% | 0.0% | 9%
28 | Fc1ccc(NC(=S)NCCN2CCOCC2)c(F)c1F | 1.6 | i | 3% | 0% | 2% | 0% | 5% | 1.6% | -2%
29 | CCOC(=O)CC(NC(C)=O)c1ccc([N+](=O)[O-])cc1 (centres undefined) | -0.8 | i | 0% | -3% | 12% | -8% | -3% | -0.9% | -5%
30 | CC1C(=O)Nc2ccc(S(=O)(=O)NCc3ccc(Cl)cc3)cc2NC1=O (centres undefined) | -1.9 | i | 5% | 2% | ? | -2% | -20% | 2.5% | 3%
31 | CC1(C)ON(C2CCCCC2)[C@H]2c3nc4ccccc4n3C[C@H]21 | -0.2 | i | 9% | 1% | 5% | -1% | 0% | -0.3% | 2%
32 | Cc1nc(CC(=O)N/N=C/c2ccc(OCC(=O)O)cc2)cs1 | 2.7 | i | 2% | 3% | 23% | 1% | 1% | -0.3% | -3%
33 | CN(CC(=O)Nc1ccc(F)c(F)c1F)C(=O)CCCc1nc2ccccc2c(=O)[nH]1 | -0.7 | i | -3% | 7% | 0% | 2% | -11% | 4.2% | -1%
34 | Cc1ccccc1CN1CCN(C(C)C(=O)NCc2ccccc2)CC1 (centres undefined) | -1.2 | i | 2% | -2% | -3% | 0% | -2% | -0.1% | 2%
35 | CCN(CC)C(=O)C(Sc1ccccc1)c1ccccc1 (centres undefined) | 1.4 | i | 0% | -11% | -1% | -2% | 6% | 1.5% | 2%
36 | CC12CCC(O)CC1=CCC1C2CCC2(C)C1CCC21CCC(=O)O1 (centres undefined) | -1.3 | i | -4% | 0% | ? | 0% | -15% | 3.8% | 0%
37 | CCCc1nn2c(-c3ccccc3)nnc2o1 | -1.3 | i | -16% | . | . | . | -9% | 26% | -1%
38 | Cc1cccc(C)c1NC(=O)/C(C#N)=C/c1ccsc1 | -1.0 | i | -1% | 1% | 8% | -1% | ? | ? | -2%
39 | COC(=O)c1ccc2c(=O)[nH]c(CSc3nc(C)cs3)nc2c1 | 1.6 | i | 1% | 1% | 15% | 2% | -3% | 4.1% | 2%
40 | CC(C)(C)OC(=O)NC(Cc1ccccc1)C(=O)NC(CSC1CCCCO1)C(=O)NN (centres undefined) | 0.6 | i | 2% | -1% | 4% | 1% | -13% | -0.5% | -5%
41 | CCOC(=O)c1cc(C(=O)Nc2sc3c(c2C#N)CCCC3)nn1C | -0.4 | i | 10% | -5% | 8% | -2% | 0% | -0.1% | -10%
42 | Cc1nnc(Sc2nc3c(c(=O)[nH]c(=O)n3C)n2Cc2ccccc2)s1 | -1.6 | i | 2% | 4% | -16% | 1% | ? | -0.6% | 4%
43 | O=C(c1ccc(S(=O)(=O)N2CCCCC2)cc1)N1CCN=C1SCc1cccnc1 | -1.2 | i | 11% | 0% | 14% | 0% | -2% | -0.2% | -5%
44 | O=C(O)CCC(=O)NNC(=O)COc1cccc(Cl)c1 | 0.8 | i | 1% | 1% | 2% | 1% | 1% | 0.3% | -1%
45 | O=C(OCC(=O)N1CCN(C(=O)c2ccco2)CC1)c1ccccc1OCc1ccc(Cl)cc1 | -13 | i | -2% | -2% | -7% | 0% | -10% | 2.8% | 5%
46 | COC(=O)/C=c1\[nH]c2nnc(C)n2c1=O | 1.0 | i | 2% | 1% | -13% | -2% | -10% | 0.0% | 4%
47 | Nc1nc2n(n1)C(c1ccco1)CC(c1ccc(Cl)cc1Cl)N2 (centres undefined) | 1.5 | i | 7% | 6% | 6% | -1% | -16% | 4.3% | 7%
48 | COc1ccc(Cl)cc1-c1cc(C(=O)NCc2ccco2)[nH]n1 | -1.1 | i | -12% | . | . | . | -5% | 18%[9.22 µM] | 16%
49 | CC(C)C[C@@H](CN1CCC[C@H]1CN1C(=O)C(=O)NC[C@@H]1Cc1ccccc1)N1C[C@H](Cc2ccccc2)N(CC2CCCCC2)C(=O)C1=O | 0.1 | i | 6% | . | . | . | . | -3.1% | -12%
50 | CN(CC(=O)Nc1ccccc1C(=O)NC1CC1)Cc1ccc(Cl)cc1 | -0.3 | i | 0% | 0% | 1% | 0% | -13% | -0.2% | 1%
51 | CNS(=O)(=O)c1cn(CC(=O)NCc2ccc(OC)cc2)cc1S(=O)(=O)NC | -0.9 | i | 14% | -1% | 3% | 1% | 0% | -0.7% | 17%
